Assay outcomes as filed in PubChem BioAssay.
FLuc inhib CS = firefly luciferase enzyme inhibitors, primary screen, artefact control for luciferase-based inhibitor screens, biochemical, luminescence, ATPLite | 200,000 tested, 1.5% active | AID 1006, 2008 | 10 min | inhibition, % at 10 µM | Luciferin 4-monooxygenase (Photinus pyralis), P08659;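 active means inhibition above about 50% when tested at 10 µM, limit read from the data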
Target sequence (P08659 whole entry, looked up): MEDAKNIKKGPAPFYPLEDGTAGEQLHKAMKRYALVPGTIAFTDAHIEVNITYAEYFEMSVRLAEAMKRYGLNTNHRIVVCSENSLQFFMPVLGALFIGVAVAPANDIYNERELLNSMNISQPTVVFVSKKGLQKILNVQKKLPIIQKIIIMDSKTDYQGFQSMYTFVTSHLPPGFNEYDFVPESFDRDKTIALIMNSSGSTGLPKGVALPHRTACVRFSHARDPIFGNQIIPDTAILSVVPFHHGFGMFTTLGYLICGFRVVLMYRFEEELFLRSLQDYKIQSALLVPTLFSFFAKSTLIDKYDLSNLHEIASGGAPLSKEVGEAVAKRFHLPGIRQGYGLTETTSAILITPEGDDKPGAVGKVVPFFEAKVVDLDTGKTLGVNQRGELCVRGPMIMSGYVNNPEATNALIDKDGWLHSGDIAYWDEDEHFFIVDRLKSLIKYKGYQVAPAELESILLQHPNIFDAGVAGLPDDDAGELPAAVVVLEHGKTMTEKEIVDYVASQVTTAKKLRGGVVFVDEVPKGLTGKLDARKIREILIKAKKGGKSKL
bIAP act = bovine intestinal alkaline phosphatase activators, primary screen, biochemical, bovine IAP, CDP-star luminescence. activation factor at 20 µM. purified bovine IAP, 30 min; active compounds read high; fold of DMSO-control signal, blank-subtracted. 200,000 tested, 0.17% active. alkaline phosphatase, intestinal [Bos taurus]. AID 1016, 2008;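 active means activation factor of 2 or more at 20 µM, a signal rise over negative controls twice the positive control's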
TNAP act hiacc = TNAP activators at high phosphate acceptor level, primary screen, biochemical, luminescence, uHTS | 200,000 tested, under 10 active | Alkaline phosphatase, tissue-nonspecific isozyme (Homo sapiens), P05186 | purified TNAP, CDP-star luminescence, 1 M DEA, 30 min; active compounds read high; 0 = EDTA background, 1 = DMSO-only activity | activation factor at 20 µM;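 active means activation factor at least 2 at 20 µM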
Target sequence (P05186 whole entry, looked up): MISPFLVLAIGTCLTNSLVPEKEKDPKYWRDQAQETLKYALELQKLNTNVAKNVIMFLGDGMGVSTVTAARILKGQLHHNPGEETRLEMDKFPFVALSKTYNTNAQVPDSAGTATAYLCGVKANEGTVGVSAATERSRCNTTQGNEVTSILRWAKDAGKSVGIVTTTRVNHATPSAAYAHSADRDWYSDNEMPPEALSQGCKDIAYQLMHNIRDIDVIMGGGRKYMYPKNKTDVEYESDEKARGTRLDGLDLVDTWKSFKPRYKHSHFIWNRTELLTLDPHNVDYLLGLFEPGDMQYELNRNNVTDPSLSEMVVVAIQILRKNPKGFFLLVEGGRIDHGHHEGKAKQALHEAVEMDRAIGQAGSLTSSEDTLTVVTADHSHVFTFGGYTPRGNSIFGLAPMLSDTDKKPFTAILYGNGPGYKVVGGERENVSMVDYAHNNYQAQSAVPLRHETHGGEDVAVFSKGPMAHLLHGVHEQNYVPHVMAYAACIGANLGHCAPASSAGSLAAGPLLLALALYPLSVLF
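system = human TNAP | amount = enzyme diluted 1/800 final | reagent = 100 µM CDP-star substrate | signal = luminescent substrate turnover signal | dosing = one dose, 20 µM | benchmarks = EDTA negative control, DMSO positive control | measure = activation factor | timing = 30 min reaction, room temperature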
FLuc stim CS = FLuc activators, initial screening, artefact control for FLuc-dependent activation tests, biochemical, ATPlite luminescence | Luciferin 4-monooxygenase (Photinus pyralis), P08659 | ATPlite luciferase biochemical, 10 min; 0 = ATP-free wells, 1 = DMSO control | activation factor at 10 µM | 200,000 tested, under 10 active;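 active means luciferase activation factor, scaled between plate controls, of at least 2 with compound at 10 µM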
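Material: Luciferase/luciferin reagent mix | Doses: Test compounds dosed from 2 mM stocks in 100% DMSO | Timing: 10 min incubation after luciferase reagent addition, room temperature | Measured by: Luminescence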
RAM inhibit = inhibitors of the yeast RAM network, primary screen, dse1pr::URA3 reporter, 5-FOA selection; AID 868, 2007; 190,000 tested, 1.8% active; inhibition, % at 50 µM; S. cerevisiae dse1pr::URA3 reporter, 5-FOA growth OD615, 2 d; analog-sensitive cbk1-as2 kinase mutant strain;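 active means inhibition above a set limit, 3 SD over mean compound inhibition, cut at about 8.4% in these data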;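 further: 0% = DMSO-only wells with no growth and 100% = 10 µM 1-NA-PP1 full growth; inhibition rescues growth on 5-FOA so higher OD means more RAM inhibition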
TNAP inh hi DEA = human TNAP enzyme inhibitors, primary screen, biochemical, luminescent, high phosphate acceptor level, uHTS | Alkaline phosphatase, tissue-nonspecific isozyme (Homo sapiens), P05186 | purified TNAP, CDP-star luminescence, 1 M DEA | inhibition, % at 20 µM | 200,000 tested, 0.03% active;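 active means over 50% inhibition of tissue-nonspecific alkaline phosphatase at 20 µM in the single-dose screen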;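 further: plate controls were DMSO wells for no effect and EDTA-quenched wells as full inhibition for full effect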
TNAP inh noacc = human TNAP enzyme inhibitors, primary screen, biochemical, luminescent, no phosphate acceptor, uHTS. Alkaline phosphatase, tissue-nonspecific isozyme (Homo sapiens), P05186. purified TNAP, CDP-star luminescence, 30 min. inhibition, % at 20 µM. 200,000 tested, 0.26% active;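 active means tissue-nonspecific alkaline phosphatase inhibition above about 50% at 20 µM in the single-dose screen, limit read from the data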;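 further: 0% = DMSO negative control and 100% = EDTA positive control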
bIAP inh = bovine intestinal alkaline phosphatase inhibitors, primary screen, selectivity assay for TNAP inhibitor project, biochemical, bovine IAP, CDP-star luminescence; inhibition, % at 20 µM; purified bovine IAP, 30 min; 190,000 tested, under 10 active; AID 1019, 2008; alkaline phosphatase, intestinal [Bos taurus];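 active means over 50% inhibition of intestinal alkaline phosphatase at 20 µM in the single-dose screen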
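test system = bovine IAP enzyme | medium = DEA buffer 100 mM, pH 9.8, with MgCl2 1.0 mM, ZnCl2 0.02 mM | detection = luminescence | dosing = single compound dose of 20 µM, 2% DMSO final | incubation = 30 min reaction at room temperature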
APP transl inh = inhibitors of APP translation via 5'UTR reporter, primary screen, APP 5'UTR luciferase, SH-SY5Y cells; SH-SY5Y APP 5'UTR-luciferase reporter, luminescence; inhibition, % at 2 µM; 190,000 tested, 0.82% active; AID 1285, 2008;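 active means inhibition above a set limit, derived from the sample mean plus 3 SD, cut at about 45% in these data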; further: values of inactives mirror those of a sister screen read the other way
Lmaj promast = Leishmania major promastigote growth inhibition, primary screen; 200,000 tested, 9% active; inhibition, % at 10 µM; Leishmania major promastigotes, resazurin fluorescence viability; in the data active means inhibition above about 50%;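 further: promastigotes grown with compound for 44 hours at 28 °C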
Starred values were filed as active, the others as inactive; / = not tested or not shown; & = joins results of further samples. Compounds as they come. About 13% of those tested had a hit in this group.

mol	FLuc inhib CS	bIAP act	TNAP act hiacc	FLuc stim CS	RAM inhibit	TNAP inh hi DEA	TNAP inh noacc	bIAP inh	APP transl inh	Lmaj promast
OCC1(CCCc2ccccc2)CCN(Cc2cnc(N3CCOCC3)s2)CC1	-6	0.9	1.1	1.1	-0.9	-6	-7	8	-8	79*
CN(C)C(=O)COn1c(SCC(=O)N(C)C)nc2ccccc2c1=O	1	1	1	1	1.3	3	-6	-2	-8	2
Cc1nc2nc(Cc3ccccc3)[nH]n2c(=O)c1Cl	1	1	1	1	0.1	-1	4	-3	-21	-10
O=C(O)C1Cc2ccccc2CN1C(=O)COc1ccc(Cl)cc1 (stereo not given)	-2	1	1.1	1	1.0	-6	-19	1	-8	-11
Clc1ccc(Oc2cnc3ccccc3n2)cc1	-3	1	1	1	7.3	2	-4	4	-13	-3
O=C(O)C1CC(=O)N(CCOc2ccccc2)C1 (stereo not given)	-1	0.9	1	1	1.0	-2	-5	9	-13	-6
Nc1nc(SCC(=O)NCCC(c2ccccc2)c2ccccc2)n[nH]1	-8	1.6	1.1	1.1	0.5	-5	-2	-60	0	-2
O=C(c1cccc(C(F)(F)F)c1)C1CCCN(Cc2cccn2-c2ncccn2)C1 (stereo not given)	-7	1	1	1.1	-1.0	-3	-2	1	0	28
O=C1N/C(=C/c2cccn2-c2ccccc2)C(=O)N1Cc1ccc(F)cc1	-1	1	0.9	1	4.2	6	-2	-3	-4	-5
Oc1cccc2ccc(/C=C/c3c(F)cccc3Cl)nc12	24	1.1	1	0.8	5.4	3	-23	-9	-136	20
COc1ccc(C(C)=O)cc1CN1C(=O)NC2(CCCCC2)C1=O	-5	0.9	1.1	1	0.9	-12	-12	8	-1	4
CCCC(=O)N1CCN(c2ccc(NC(=S)NC(=O)c3cccc(C)c3)cc2)CC1	-2	1	1	1	3.6	-2	-9	3	-14	27
C=CCn1c(SCC(=O)Nc2ncc(Cc3cc(Cl)ccc3Cl)s2)nnc1-c1ccncc1	-8	0.9	1	1.1	2.4	-4	-5	7	-10	-7
CCOC(=O)Cc1c(C)nc(SC)[nH]c1=O	-5	1.1	1.1	1.1	0.5	-6	0	-8	-3	-1
Cc1ccsc1C1C=C(c2cccc(Br)c2)Nc2ncnn21 (stereo not given)	-6	1	1	1.1	0.9	-3	-11	1	18	20
O=C(Nc1ccccc1)N1CCn2c1nc1ccccc12	-3	1	1.1	1	1.1	-6	-11	2	4	-10
O=C(C1=C[C@@H](C2CCCCC2)C[C@@H](OCc2ccc(CO)cc2)O1)N1CCOCC1	-12	1	1.1	1.1	1.0	-8	-3	-2	8	1
Cc1ccc2cc(C(c3nnnn3C(C)(C)C)N3CCCCCC3)c(=O)[nH]c2c1 (stereo not given)	-3	1	1	1	-0.1	-2	-2	3	-7	2
CC(NC(=O)Cc1cccs1)c1ccncc1 (stereo not given)	-2	0.9	1	1	1.9	-2	-8	11	15	-1
CC/C(C)=N\NC(=O)CNC(=O)c1ccc(Cl)cc1Cl	-4	1.1	1	1	1.2	5	-3	-6	-12	-8
COC(=O)NNC(=O)c1ccccc1OC	-1	1.1	1	1	1.3	-3	4	-6	1	-4
O=C(NC12CC3CC(CC(C3)C1)C2)N1CC2Cc3cccc(=O)n3C(C2)C1 (stereo not given)	-6	1	1	1.1	1.8	-5	-7	-2	0	-7
CCCn1nc(CC(=O)OCC)c2ccccc2c1=O	-8	1	1	1.1	0.0	-3	3	4	12	-2
CCN(CC(=O)NCc1cccs1)C(=O)c1cccc(S(=O)(=O)N2CCc3ccccc32)c1	-2	1.1	1	1	2.4	3	-4	-13	0	9
CCOC(=O)CN1N=C(/C=C/c2ccc(OCC)cc2)CCC1=O	-1	1	1	1	1.2	-3	-3	1	-32	-8
CCCN(CCC)C(=O)Cn1c(=O)n(CCCC(=O)NCc2ccco2)c(=O)c2sccc21	-6	1.2	1	1.1	7.2	-2	3	-18	-25	3
CCCn1c(CCc2ccccc2)nnc1SCC(=O)N1CCCC1	-2	1	1	1	-0.3	-4	-14	-4	-19	2
CC(=O)Nc1ccc(S(=O)(=O)N2CCSC2c2ccc(C)cc2)cc1 (stereo not given)	-2	1	1.1	1	3.3	-6	-14	5	-9	14
CCOC(=O)c1ccc(NC(=O)C(CC)CC)cc1	8	0.9	1	0.9	1.1	2	-2	11	-32	-2
Cc1sc2ncnc(NCC3COc4ccccc4O3)c2c1C (stereo not given)	-2	1.1	1	1	-2.2	1	-17	-9	8	43

Additional structures follow.
mol	FLuc inhib CS	bIAP act	TNAP act hiacc	FLuc stim CS	RAM inhibit	TNAP inh hi DEA	TNAP inh noacc	bIAP inh	APP transl inh	Lmaj promast
Cc1ccc(NC(=O)c2cc(-c3ccc(C)o3)nc3ccccc23)cc1	4	1	1	1	4.3	-4	2	-2	-12	6
O=C(O)c1ccc(-n2cccc2/C=C2/NC(=O)N(c3cccc(Cl)c3)C2=O)cc1	-5	1	1	1.1	-0.2	-4	-8	1	13	-3
Cc1noc(NS(=O)(=O)c2ccc(NC(=O)CSc3nc4c(cc3C#N)CCCC4)cc2)c1C	-9	1.1	1	1.1	5.9	-3	-14	-9	/	-9
Cc1cccc(NC(=S)NCCc2ccc(F)cc2)c1C	-4	0.9	1	1	1.6	-4	-8	14	-5	28
Cc1ccccc1Nc1nc(-c2ccccc2)c(C(=O)Nc2cccnc2)s1	-3	1	1	1	-1.1	1	-6	1	-9	25
C[C@]12CCC(=O)C=C1CC[C@@H]1[C@@H]2[C@@H](O)C[C@@]2(C)[C@H]1CC[C@]2(O)C(=O)COC(=O)CCC(=O)O	-4	0.9&0.9	1	1	1.3&-0.8	-2	-11	10&10	-70&-36	-7&-5
Cc1cccc(N2C(=O)CC(N3CCN(c4ccccc4)CC3)C2=O)c1 (stereo not given)	4	1	1	1	0.4	-2	-3	0	/	-4
COc1cc(NC(=O)COc2cccc(OC)c2)cc(OC)c1	-1	0.8	1.1	1	2.4	-7	-15	17	1	-1
Cc1scc(C(=O)N/N=C/c2ccco2)c1C	54*	0.8	1.1	0.5	1.5	-6	-12	17	-72	-9
O=C(c1ccc(COc2c(F)c(F)c(F)c(F)c2F)o1)N1CCN(Cc2ccc3c(c2)OCO3)CC1	-10	0.9	1	1.1	0.1	-4	-1	8	19	24
COc1ccc(NC(=O)C2(c3ccc(NC(=O)c4ccc(OC)c(OC)c4)cc3)CCCC2)cc1	-6	1	1	1.1	5.3	-2	-11	4	1	-6
COc1cc(/C=N/NC(=O)CCC(=O)NCc2ccccc2)cc(OC)c1OC	-7	0.8	1	1.1	0.9	-3	-8	16	7	-2
Cc1ccc(OC(=O)CCN2C(=O)c3ccccc3C2=O)cc1C	-6	1	1	1.1	2.5	-1	-8	-4	0	-1
CCOC(=O)c1c(C)oc2ccc(NS(=O)(=O)c3ccc(C(=O)O)cc3)cc12	-8	1.2	1	1.1	3.9	-4	-8	-16	-15	-8
CC(C)NC(=O)c1ccccc1NC(=O)Cc1ccc(Cl)cc1	-7	1	1	1.1	1.6	1	-7	-1	6	0
O=C(c1ccc(Cl)c(Cl)c1)c1cc(-c2ccccn2)c(N2CCOCC2)s1	-8	0.9	1	1.1	0.1	4	2	12	-2	22
Cc1ccc(C(=O)Oc2ccccc2N2C(=O)C3CCC(C)CC3C2=O)cc1 (stereo not given)	0	1	1.1	1	0.8	-7	-8	-1	2	2
COc1cc(OC)c(-c2cc(C(=O)O)ccc2OC)c(OC)c1	-5	1	1	1.1	2.4	-3	-10	2	1	-7
CCOC(=O)Nc1ccc(S(=O)(=O)Nc2cc(C)nc(C)n2)cc1	-8	0.9	1.1	1.1	-0.5	-6	6	7	15	-5
O=C(c1cc(COc2ccc(F)cc2Cl)on1)N1CCc2ccccc2C1	-5	0.9	1.1	1	10*	-9	-8	13	-1	-7
COc1cc2c(cc1NC(=O)C(C)NCc1ccccc1)oc1ccccc12 (stereo not given)	2	1.2	1	1	0.5	0	-6	-19	-27	8
CCOC(=O)CSC1=C(C#N)C(=O)NC2(CCCCC2)S1	-6	0.9	1.1	1.1	1.9	-5	-12	12	1	-21
Cn1c(=O)[nH]c(=O)c2c1nc(CN1CCN(c3ccc(F)cc3)CC1)n2CCCc1ccccc1	-5	1	1.1	1.1	4.9	-5	-8	-3	-5	-4
Cn1c(C(=O)NCc2ccco2)cc2c(=O)[nH]c3ccccc3c21	-3	0.9	1.1	1	3.0	-6	-5	7	-34	-11
Nc1ccc2c(c1)C(=O)N(CC1CCCO1)C2=O (stereo not given)	7	0.9	1	0.9	-0.1	4	0	7	-26	-1
CCOCCN1CCN(c2c(C)c(C)nc3cc(-c4cc(OC)cc(OC)c4)nn23)CC1	-3	1	1	1	-0.1	-3	-14	-1	-2	83*
COc1ccc(-c2cc(-c3ccc(Br)cc3)nc3ncnn23)cc1OC	0	0.9	1	1	0.6	-2	-10	6	-3	19
Cc1ccc(-c2csc3nc(SCC(N)=O)n(Cc4ccccc4)c(=O)c23)cc1	-7	0.9	1.1	1.1	1.7	-6	-10	9	-18	52*
CCCOC(=O)c1ccc(NC(=O)/C=C/c2cccs2)cc1	1	1	1	1	10*	-2	-3	1	-38	-6
COc1ccc(/C=N/NC(=O)CCN2CCN(c3ccccc3)CC2)c(OC)c1OC	-6	1	1	1.1	0.2	0	-11	-3	10	1

The list continues:
mol	FLuc inhib CS	bIAP act	TNAP act hiacc	FLuc stim CS	RAM inhibit	TNAP inh hi DEA	TNAP inh noacc	bIAP inh	APP transl inh	Lmaj promast
Cc1ccc(-c2noc(CCC(=O)NC3CCCc4ccccc43)n2)cc1 (stereo not given)	-1	1	1.1	1	-1.1	-5	-12	3	6	-5
CCCc1nc(SCC(=O)NCc2ccco2)c2c(=O)n(C)c(=O)n(C)c2n1	-9	0.9	1	1.1	2.3	1	-11	6	12	-5
CCC(CC)NC(=O)Cc1ccc(F)cc1	1	1.3	1	1	0.2	-1	-20	-31	-12	-3
O=C(NCCCN1CCOCC1)C(Sc1ccccc1)c1ccccc1 (stereo not given)	-6	1.1	1	1.1	-0.3	-4	4	-5	6	91*
